DNA FID counter = displaces DNA intercalator in HCV helicase counter-screen | DNA fluorescent intercalator displacement, fluorescence | inhibition, % at 7.9 µM | hit rate 0.17% among 290,000 | AID 1845; in the data active = inhibition above about 37%;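 also: 0% = vehicle and 100% = reference compound; higher means more ethidium bromide displaced from hairpin DNA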
UBC9 SUMO inh = blocks human SUMOylation mediated by UBC9; HTRF SUMOylation assay, SAE1/SAE2 + UBC9, in vitro; inhibition, % at 35 µM; hit rate 0.36% among 290,000; in the data active = inhibition above about 50%, passing the limit was not always enough; also: strong numbers were not always called active
Target sequence (P63279 whole entry, looked up): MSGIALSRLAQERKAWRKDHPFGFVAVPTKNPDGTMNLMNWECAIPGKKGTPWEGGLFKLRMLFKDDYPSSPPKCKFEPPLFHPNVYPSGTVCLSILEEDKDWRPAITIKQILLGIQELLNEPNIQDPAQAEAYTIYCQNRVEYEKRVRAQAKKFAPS
NS3 helicase inh = inhibitors of Hepatitis C virus NS3 helicase; NS3 helicase DNA unwinding, Cy5 molecular beacon fluorescence; inhibition, % at 10.9 µM; hit rate 0.56% among 290,000;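 active = inhibition above the mean of all tested compounds plus 3 SD, set per campaign, cut at about 35% in these data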;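 also: 0% = DMSO wells and 100% = thioflavine S control wells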
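Test system: hepatitis C virus NS3 helicase domain fragment enzyme. Also added: annealed dual-labelled DNA beacon duplex, ATP-started. Timing: 60 min unwinding reaction at 25 °C after ATP addition. Technique: Cy5 fluorescence. Measure: % inhibition of unwinding.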
MEKK2wt PB1 HTS = raises or lowers MEK5 binding to wildtype human MEKK2 PB1 domain; Q9Y2U5; bead flow cytometry, Alexa488-MEK5 binding to MEKK2 WT; actives lie on both sides; hit rate 1.1% among 290,000; binding response (% of control), % at 10 µM; in the data active = binding response below about 67% or above about 130%
IMP-1 inh = inhibitors of Pseudomonas aeruginosa IMP-1 metallo-beta-lactamase. purified IMP-1, nitrocefin hydrolysis, epi-absorbance fluorescence. inhibition, % at 5.6 µM. hit rate 0.45% among 290,000;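 active = inhibition above the mean plus 3 SD of all compounds in the same screening run, cut at about 4.5% in these data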;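 also: 0% = IMP-1 with DMSO and 100% = DMSO wells lacking enzyme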
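Material – recombinant IMP-1 enzyme, purified · Amount – IMP-1 0.2 nM before substrate addition · Medium – HEPES buffer pH 7.1 with ZnSO4 and Brij 35 · Timing – 25 °C, 15 min preincubation, 25 min reaction · Measured by – plate fluorescence quenching by hydrolysis product, ex 480/em 530 nm · Read-out – percent enzyme inhibition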
MEKK2mut PB1 HTS = signal of MEK5 binding to mutant human MEKK2 PB1 domain | hit rate 0.35% among 290,000 | percent response, % at 10 µM | bead flow cytometry, Alexa488-MEK5 binding to MEKK2 mutant; in the data active = percent response above about 24%, passing the limit was not always enough; also: inactives centre near 1; some results filed as inactive read as strong as hits; reference of the scale not given here
PfM18AAP inh = PfM18AAP enzyme inhibition; recombinant PfM18AAP, H-Glu-NHMec fluorogenic cleavage; inhibition, % at 7.35 µM; hit rate 1.2% among 290,000; AID 1822;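 active = inhibition above the campaign mean inhibition over all tested compounds plus 3 SD, cut at about 28% in these data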;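 also: 0% = plate median of test compound wells and 100% = 2 mM ZnCl2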
NALP1 yeast inh = blocks the NALP1 inflammasome reconstituted in yeast | S. cerevisiae NALP1/ASC/caspase-1 growth, X-gal OD620, 72 h | inhibition, % at 10 µM | hit rate 0.61% among 280,000 | AID 2071; in the data active = inhibition mostly above about 24%, no sharp cut-off; inactive = mostly below about 32%; also: some compounds called inactive have numbers as strong as hits
VIM-2 inh = inhibitors of Pseudomonas aeruginosa VIM-2 metallo-beta-lactamase. purified VIM-2, nitrocefin hydrolysis, epi-absorbance fluorescence. inhibition, % at 5.6 µM. hit rate 0.89% among 290,000;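 active = inhibition above the mean of all tested compounds plus 3 SD, cutoff set per screening run, cut at about 7.5% in these data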;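 also: red hydrolysis product quenches plate fluorescence so inhibitors raise well fluorescence; 0% = enzyme with DMSO and 100% = DMSO without enzyme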
* hit, by the source's call; . = not tested or not shown; & = joins results of further samples; [ ] = dose if it differs, or a comment.

item	molecule	DNA FID counter	UBC9 SUMO inh	NS3 helicase inh	MEKK2wt PB1 HTS	IMP-1 inh
1	Cc1ccc(CN2CCN(C3CCC3)CC2CCO)cc1 (centres undefined)	-2	11	12	97	-2.4
2	CCN(CC1COc2ccccc2O1)C(=S)NC1CC2CCC1C2 (centres undefined)	-8	-4	-7	98	1.0
3	COc1cccc(CNC(=O)c2ccc(CS(=O)c3ccccc3)o2)c1 (centres undefined)	-26	32	-3	103	-0.5
4	Cc1ccc(C(=O)Nc2ccc3[nH]c(=O)[nH]c3c2)c(C)c1	-2	3	2	97	-2.2
5	CN(C)S(=O)(=O)c1cccc(NC(=O)CNCc2ccccn2)c1	6	8	1	82	-0.4
6	O=C(Nc1cccc(C(=O)N2CCOCC2)c1)c1ccc([N+](=O)[O-])cc1	0	3	8	105	-1.1
7	COc1ccc(C(CNC(=O)c2cc(C)oc2C)N2CCOCC2)cc1 (centres undefined)	-7	0	2	98	-1.3
8	Cc1ccc(C(=O)N2CCOCC2)cc1[N+](=O)[O-]	-1	10	5	97	-2.2
9	CCOC(=O)c1c(NC(=O)c2cnn3c2NC(c2cccc(OC)c2)CC3C(F)(F)F)sc2c1CCCC2 (centres undefined)	-4	-19	8	97	-1.2
10	Cc1ccc(C)c(S(=O)(=O)Nc2ccc(C(N)=O)cc2)c1	-2	19	10	99	-1.9
11	N#Cc1cn(CC(=O)N2CCCC2)c2ccccc12	0	13	0	96	-3.5
12	O=C(N/N=C/c1c[nH]c2ccccc12)c1ccn[nH]1	4	5	1	95	-1.7

item	MEKK2mut PB1 HTS	PfM18AAP inh	NALP1 yeast inh	VIM-2 inh
1	6	-8	10	-2.1
2	-1	-10	0	-0.9
3	-1	-9	14	0.3
4	-3	6	8	-1.5
5	-12	-10	6	3.1
6	10	2	7	-2.1
7	-3	2	-2	-2.7
8	-1	6	17	-1.0
9	-2	-2	20	-2.7
10	-4	-10	4	0.7
11	-3	9	1	-2.9
12	-4	4	-6	-1.1

Entries of single compounds, quoted from the list. Order of screens: DNA FID counter	UBC9 SUMO inh	NS3 helicase inh	MEKK2wt PB1 HTS	IMP-1 inh	MEKK2mut PB1 HTS	PfM18AAP inh	NALP1 yeast inh	VIM-2 inh
Listed for CN(C)S(=O)(=O)c1cccc(NC(=O)CNCc2ccccn2)c1 = 6	8	1	82	-0.4	-12	-10	6	3.1
Listed for COc1ccc(C(CNC(=O)c2cc(C)oc2C)N2CCOCC2)cc1 (centres undefined) = -7	0	2	98	-1.3	-3	2	-2	-2.7
Listed for Cc1ccc(CN2CCN(C3CCC3)CC2CCO)cc1 (centres undefined) = -2	11	12	97	-2.4	6	-8	10	-2.1
Listed for Cc1ccc(C(=O)N2CCOCC2)cc1[N+](=O)[O-] = -1	10	5	97	-2.2	-1	6	17	-1.0

More entries follow:
item	molecule	DNA FID counter	UBC9 SUMO inh	NS3 helicase inh	MEKK2wt PB1 HTS	IMP-1 inh
13	CCCc1cc(=O)[nH]c(SCc2cc(C(=O)OC)c(C)o2)n1	-20	13	1	3.0*[inhibitor]	-2.3
14	Cc1ccc(-c2[nH]ncc2C(=O)c2cccc(F)c2)c(O)c1	-6	-10	11	99	0.1
15	CCSC(SCC)[C@H](O)[C@@H](O)[C@H](O)[C@H](O)CO	1	-6	0	104	-2.9
16	COc1ccc(S(=O)(=O)N(C)c2c(C)n(C)n(-c3ccccc3)c2=O)cc1OC	-5	30	2	99	-3.3
17	O=C(CCN1CCN(S(=O)(=O)c2ccc(F)cc2)CC1)Nc1ccccc1F	-28	-6	0	98	0.3
18	O=C(O)C1C(=O)NCC1c1ccccc1 (centres undefined)	-2	4	-3	105	-3.6
19	O=c1c(CN2CCN(c3cccc(Cl)c3)CC2)coc2c(Cl)cc(Cl)cc12	0	12	4	.	-0.3
20	CCN1CCN(CC(=O)Nc2cc(F)ccc2C)CC1	7	4	4	116	-6.2
21	Cc1ccc(Nc2c(-c3ccccn3)nc3cc(C)ccn23)cc1	1	-61	-45	94	-4.3
22	CC(=O)NCC(O)c1ccc([N+](=O)[O-])cc1 (centres undefined)	-2	17	8	91	-0.2
23	CCCCN(CC)CCNC(=O)CCNC(=O)Cn1ccc2ccccc2c1=O	3	7	5	90	0.2
24	CCc1csc(CNC(=O)C2CCC(=O)N(Cc3cccc(F)c3)C2)n1 (centres undefined)	-14	13	5	106	-1.1

item	MEKK2mut PB1 HTS	PfM18AAP inh	NALP1 yeast inh	VIM-2 inh
13	-16	-3	17	-2.8
14	-2	2	11	0.1
15	2	0	24	-4.1
16	3	8	6	-4.0
17	-1	-2	17	-0.3
18	0	-1	9	-2.8
19	.	3	-1	0.1
20	5	-18	-4	-0.4
21	-8	8	-3	8.3*
22	4	-2	-51	0.7
23	-5	-6	-32	0.1
24	5	-14	12	0.6

(further entries)
item	molecule	DNA FID counter	UBC9 SUMO inh	NS3 helicase inh	MEKK2wt PB1 HTS	IMP-1 inh
25	O=C(COc1ccc2ccccc2c1)NCCNC(=O)COc1ccc2ccccc2c1	-6	-22	1	117	-5.0
26	CCCCNC(=O)NS(=O)(=O)c1ccc(C(=O)OC(C)C)o1	5	-10	5	104	-2.0
27	COc1ccc(NC2CCCN(Cc3cccc4cnccc34)C2)cc1 (centres undefined)	-9	-10	0	108	-2.7
28	Cn1c(CC(=O)NN)c(Sc2ccccc2)c2ccccc21	-13	8	-23	107	-1.0
29	CCOC(=O)/C(C#N)=C/c1cc(C)n(-c2ccccc2)c1C	-9	-2	-5	97	-2.7
30	CCCOc1ccc(/C(O)=C2/C(=O)C(=O)N(CCN(C)C)C2c2ccc(OC)c(OC)c2)cc1 (centres undefined)	-8	-12	-6	99&105	0.5
31	COc1ccc(OCC(=O)Nc2ccccc2C(=O)Nc2ccc(C(=O)O)cc2)cc1	-56	2	10	98	-0.6
32	Cc1ccc(S(=O)(=O)N2CCCCC2)cc1NC(=O)Nc1ccc(Cl)cc1Cl	-2	-21	7	124	0.8
33	CCC(NC(=O)c1ccccc1NC(=O)c1ccco1)C(=O)NNC(=O)c1ccncc1 (centres undefined)	-18	0	29	97	-3.8
34	CC(=O)c1ccc(N2CCC(C(=O)O)CC2)cc1	12	10	-8	98	-3.3
35	Cc1ccc2c(c1)N(C(=O)CCC(=O)NC1CCCCCC1)CC(C)O2 (centres undefined)	-41	-8	-5	100	1.3
36	NC(=O)C1CCN(C(=O)c2ccc3c(=O)n(Cc4cccc(Br)c4)c(=S)[nH]c3c2)CC1	-27	2	-38	99	-5.3

item	MEKK2mut PB1 HTS	PfM18AAP inh	NALP1 yeast inh	VIM-2 inh
25	20	-5	-10	-3.1
26	9	-7	-4	-0.6
27	5	12	-4	-2.5
28	4	-2	18	-0.9
29	-7	-1	-6	-1.2
30	-2&2	-4	0	-0.1
31	-4	-7	16	1.3
32	11	-3	30	0.7
33	-2	10	-9	-4.2
34	-9	-2	0	-0.6
35	-3	-7	4	-0.8
36	-1	8	-24	-4.2

(continued)
item	molecule	DNA FID counter	UBC9 SUMO inh	NS3 helicase inh	MEKK2wt PB1 HTS	IMP-1 inh
37	O=C(NCc1ccccc1)c1c(O)c2ccccc2[nH]c1=O	-2	-3	10	103	-2.8
38	CN(Cc1cnccn1)Cc1c(C(=O)N2CCc3ccccc3C2)nc2ccc(Cl)cn12	-35	10	-5	95	0.5
39	COc1ccc(C)cc1S(=O)(=O)N(C)CC(=O)N1CCCCCC1	-16	14	-5	99	-5.6
40	CC(C)CNS(=O)(=O)c1ccc(CCC(=O)Nc2ccc3c(c2)OCO3)cc1	-14	1	-4	99	2.7
41	Cc1ccc(Cn2ccc(NC(=O)c3cc(-c4ccc(Br)cc4)on3)n2)cc1	-2	17	-1	100	-2.1
42	Cc1[nH]c(C)c(C(=O)/C=C/c2ccc([N+](=O)[O-])cc2)c1C	2	5	-7	106	-5.0
43	CN1CSC2=C(C#N)C(c3cccc(OCc4ccccc4)c3)CC(=O)N2C1 (centres undefined)	-33	1	22	106	-2.4
44	CC(C)(C)c1ccc(OCCNC(=S)Nc2ccccc2)cc1	-12	-17	-7	98	-3.0
45	CCOC(=O)CN1C(=O)S/C(=C/c2ccc(OC)c([N+](=O)[O-])c2)C1=O	-4	-6	-6	102	-2.3
46	COc1ccc(C(=O)N(CN2CCCC2=O)c2ccc(C)cc2)cc1	-13	11	-1	99	-3.3
47	COc1ccc(CN2CCNC(=O)C2CC(=O)NCC2CCOCC2)c(C)c1C (centres undefined)	-9	12	-5	101	-1.6
48	COCCCNC(=S)NC(=O)c1ccc([N+](=O)[O-])cc1	4	11	13	88	-2.6

item	MEKK2mut PB1 HTS	PfM18AAP inh	NALP1 yeast inh	VIM-2 inh
37	4	3	-13	-1.9
38	-10	8	7	-2.6
39	-1	-5	2	-1.2
40	6	-1	12	-2.7
41	9	-1	3	-3.8
42	4	10	-1	-1.6
43	10	19	-21	-0.1
44	-2	2	30*	-6.1
45	0	-6	27	-2.4
46	-3	3	35	-2.9
47	5	4	0	1.3
48	-2	3	24	0.7

New compounds follow
item	molecule	DNA FID counter	UBC9 SUMO inh	NS3 helicase inh	MEKK2wt PB1 HTS	IMP-1 inh
49	O=C(CCSc1ccc(Br)cc1)Nc1cccnc1	-2	1	-15	95	-0.6
50	CCOC(=O)c1[nH]cnc1C(=O)Nc1ccc(F)cc1	1	-11	11	91	-1.9
51	O=C(/C=C/c1ccc(F)cc1)Nc1cccc(S(=O)(=O)Nc2cccc(C(F)(F)F)c2)c1	-2	22	-6	114	0.3
52	O=C1C(=O)N(c2ccccn2)C(c2cccc(F)c2)/C1=C(/O)c1ccccc1 (centres undefined)	-18	5	-11	101	0.5
53	CCOC(=O)c1ccc(CC(=O)c2ccc(O)c(O)c2O)o1	-20	14	21	96	-1.6
54	Cc1nc(Cl)c(C(=O)NCCC(C)C)c(C)c1[N+](=O)[O-]	-3	12	6	107	-4.5
55	O=C1C2CCCCC2C(=O)N1c1ccc(S(=O)(=O)Nc2ncccn2)cc1 (centres undefined)	-5	0	2	101	-3.6
56	Cc1ccc(CNC(=O)COC(=O)c2ccc(S(=O)(=O)N3CCCC3)cc2)cc1	-8	3	-4	109	-4.9
57	C/C(=N/Nc1nc(-c2ccccc2)cc(-c2ccc(F)cc2)n1)c1cccc(N)c1	-19	-2	16	110	-3.5
58	C/C(N)=C(/C#N)C(=O)CSc1ccccc1F	-8	-10	6	98	-2.1

item	MEKK2mut PB1 HTS	PfM18AAP inh	NALP1 yeast inh	VIM-2 inh
49	-1	-1	4	-0.6
50	-10	-6	2	-3.5
51	-1	-5	8	-1.1
52	1	-9	12	0.4
53	7	48*	0	1.2
54	0	0	26	-3.6
55	5	3	9	-2.4
56	5	1	41	-1.9
57	2	36*	11	-4.8
58	-3	2	-3	-1.0

2 entries from above, with bars between the fields:
# | SMILES | DNA FID counter | UBC9 SUMO inh | NS3 helicase inh | MEKK2wt PB1 HTS | IMP-1 inh | MEKK2mut PB1 HTS | PfM18AAP inh | NALP1 yeast inh | VIM-2 inh
51 | O=C(/C=C/c1ccc(F)cc1)Nc1cccc(S(=O)(=O)Nc2cccc(C(F)(F)F)c2)c1 | -2 | 22 | -6 | 114 | 0.3 | -1 | -5 | 8 | -1.1
52 | O=C1C(=O)N(c2ccccn2)C(c2cccc(F)c2)/C1=C(/O)c1ccccc1 (centres undefined) | -18 | 5 | -11 | 101 | 0.5 | 1 | -9 | 12 | 0.4

Assay outcomes (PubChem BioAssay)

Rows were taken by chance; overall some 4.7% were active at least once.
